KDM5B inhibitor – blocks human KDM5B histone demethylase activity | Q9UGL1 | KDM5B demethylase, FDH-coupled NADH fluorescence (FDH is formaldehyde dehydrogenase) | Potency, µM (titrated, usually from 57.7 µM), for inactives: at the top dose activity change, negative = inhibition, most hits filed as inhibitors | hit rate 2.6% among 220,000 | AID 1347165; active = well fitted inhibition curve with a large enough effect; inconclusive = small, poorly fitted or top-dose-only effect; inactive = no such curve, though single readings can be large or run the other way; also: 0% is about no effect; nearly all actives have a fitted effect of over 70% in size
Target sequence (Q9UGL1 whole entry, looked up): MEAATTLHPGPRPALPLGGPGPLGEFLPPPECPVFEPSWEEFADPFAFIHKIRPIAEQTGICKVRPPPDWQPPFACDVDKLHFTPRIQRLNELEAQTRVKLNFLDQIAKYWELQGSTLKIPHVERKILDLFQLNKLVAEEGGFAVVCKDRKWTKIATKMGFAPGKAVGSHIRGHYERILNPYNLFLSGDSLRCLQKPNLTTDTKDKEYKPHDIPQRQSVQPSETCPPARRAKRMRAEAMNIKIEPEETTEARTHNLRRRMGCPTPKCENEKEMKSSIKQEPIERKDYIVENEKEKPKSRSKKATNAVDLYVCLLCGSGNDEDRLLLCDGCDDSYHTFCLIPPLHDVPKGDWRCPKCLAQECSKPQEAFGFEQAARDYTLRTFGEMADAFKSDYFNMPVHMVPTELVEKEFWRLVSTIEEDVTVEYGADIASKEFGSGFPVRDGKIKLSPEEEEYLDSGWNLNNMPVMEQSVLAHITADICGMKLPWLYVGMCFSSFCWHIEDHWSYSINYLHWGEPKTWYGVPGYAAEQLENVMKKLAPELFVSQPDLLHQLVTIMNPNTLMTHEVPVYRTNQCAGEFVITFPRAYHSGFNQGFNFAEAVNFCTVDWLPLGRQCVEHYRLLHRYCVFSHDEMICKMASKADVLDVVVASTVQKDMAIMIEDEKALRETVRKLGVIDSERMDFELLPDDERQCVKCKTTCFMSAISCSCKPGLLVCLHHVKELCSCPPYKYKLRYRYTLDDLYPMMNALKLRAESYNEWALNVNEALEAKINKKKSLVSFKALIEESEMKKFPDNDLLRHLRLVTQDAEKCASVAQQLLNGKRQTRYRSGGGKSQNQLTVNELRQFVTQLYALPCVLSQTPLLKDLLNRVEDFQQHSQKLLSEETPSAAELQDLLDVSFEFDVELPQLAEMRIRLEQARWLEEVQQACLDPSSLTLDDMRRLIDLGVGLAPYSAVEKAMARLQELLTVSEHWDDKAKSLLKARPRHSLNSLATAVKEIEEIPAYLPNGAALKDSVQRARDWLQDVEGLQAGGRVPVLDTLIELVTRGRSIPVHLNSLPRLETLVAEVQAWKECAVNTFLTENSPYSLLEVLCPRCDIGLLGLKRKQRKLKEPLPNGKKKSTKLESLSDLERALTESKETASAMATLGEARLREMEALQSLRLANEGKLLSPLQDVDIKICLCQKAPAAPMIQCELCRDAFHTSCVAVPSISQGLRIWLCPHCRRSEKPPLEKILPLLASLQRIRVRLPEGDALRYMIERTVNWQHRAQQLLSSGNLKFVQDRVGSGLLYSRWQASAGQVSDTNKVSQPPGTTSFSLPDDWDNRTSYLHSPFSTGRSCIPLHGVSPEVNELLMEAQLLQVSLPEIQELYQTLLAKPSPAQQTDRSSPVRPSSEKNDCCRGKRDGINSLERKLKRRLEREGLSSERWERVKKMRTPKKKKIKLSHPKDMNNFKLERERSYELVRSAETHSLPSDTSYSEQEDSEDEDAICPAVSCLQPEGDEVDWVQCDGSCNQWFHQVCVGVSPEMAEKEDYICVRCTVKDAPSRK
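Measured: NADH fluorescence change, 30 min, RT. System: KDM5BΔAP 200 nM final, H3K4me3 peptide, α-KG, Fe(II), ascorbate, NAD⁺ plus FDH, pH 7.5 HEPES. Compounds: titrated, 10 min pre-incubation with enzyme.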
An asterisk follows results filed as active; i = inactive; ? = inconclusive; & = joins results of further samples; [ ] = dose if it differs, or a comment. Potency is read from the fitted curve at half-maximal effect. Not all compounds are listed, so the mix of outcomes need not match the whole.

SMILES | KDM5B inhibitor
Cc1cc(SCC(=O)Nc2c(F)cccc2F)nc2ccccc12 | 18%
C=C(C)COc1ccc2c(C)c(CCC(=O)NC3CC3)c(=O)oc2c1 | ?
O=C(O)C[C@@H]1CCN(C(=O)C2CC2)C[C@@H]1CCN1CCN(c2ccccc2)CC1 | ?
CCCCOc1ccc(NC(=O)CCC)c2cccnc12 | 10%
COc1ccc(NC(=O)N2C[C@@H]3C[C@H](C2)c2ccc(NC(=O)COc4ccccc4)c(=O)n2C3)cc1 | 2%
COC[C@H]1CCCN1C(=O)CC[C@@H]1CNC(=O)[C@@H]2C[C@H](NC(=O)c3ccccc3)CN12 | -12%[86.2 µM]
COC[C@@H]1CN(C(=O)CC(C)C)C[C@H]1c1nc(C)no1 | 21%
Cc1ccc(CN2CCCn3nc(C)c(-c4ccccc4-c4ccccc4)c32)o1 | 35µM*
Cc1ccc(NC(=O)Cn2cccc2-c2nc(-c3ccc(F)cc3)no2)c(Cl)c1 | -32%
COC(=O)c1ccc([C@H]2Nc3ccc(S(=O)(=O)Nc4cccc(C)c4)cc3[C@H]3C=CC[C@H]32)cc1 | ?
Cc1cccc(NS(=O)(=O)c2ccc(C)c(C(=O)NCC(c3ccccc3)N(C)C)c2)c1 (configuration not stated) | 6%
O=C(CN(CC1CCCO1)C(=O)CNS(=O)(=O)c1ccc(Cl)cc1)NCc1ccco1 (configuration not stated) | 9%
CCC(Sc1nc2cc3c(cc2c(=O)n1CCCC(=O)NCc1ccc(OC)cc1)OCO3)C(=O)NCCCOC (configuration not stated) | 7%
O=C(CCC(=O)c1ccc(F)cc1)OCc1nnc(-c2ccc([N+](=O)[O-])cc2)o1 | -6%
CC(Oc1ccc(C(C)C)cc1)C(N)=O (configuration not stated) | 13%
CCN1C(=O)C2CC3(CCN(Cc4cn[nH]c4-c4ccccc4)CC3)CN2C1=O (configuration not stated) | -13%
N#CCOc1ccc(NC(=O)c2n[nH]c(=O)c3ccccc23)cc1 | 11%
CCOC(=O)c1cc(C2(O)CCOC(C)(C)C2)on1 (configuration not stated) | 18%
O=C(CN1CCN(Cc2ccccc2)CC1)N1N=CCC1c1ccccc1 (configuration not stated) | 27%
CCOc1cccc(C2c3[nH]c4ccccc4c3CCN2C(=O)c2ccccc2F)c1 (configuration not stated) | ?
COc1ccc2c(c1)CCc1c(C(=O)Nc3c(C)nn(Cc4ccc(Cl)cc4)c3C)noc1-2 | ?
CCCNC(=O)C(C)NC(=O)c1cc(F)cc2nc(C)c(C)nc12 (configuration not stated) | 3%
CCCCn1c(N)c(N(CC(C)C)C(=O)CCCc2cccs2)c(=O)[nH]c1=O | 3%
COc1cccc(Nc2ncc3c(n2)C(C)(C(=O)NCCN2CCOCC2)CC3)c1 (configuration not stated) | -4%[86.2 µM]
Cc1nnc(SCC(=O)c2ccc(Cl)cc2)n1Cc1ccccc1 | 8%

Other records follow:
SMILES | KDM5B inhibitor
N#Cc1nc(COc2ccccc2F)oc1NCc1ccc2c(c1)OCO2 | -19%
Cc1cccc(C)c1NC(=O)c1oc2c(c1C)-c1nn(Cc3ccccc3)cc1CC2 | -3%
CC(=O)Nc1ccc(S(=O)(=O)C(C#N)c2nc3ccccc3nc2N2CCN(C)CC2)cc1 (configuration not stated) | ?
CC1C(=O)C(C)C(c2ccccc2F)NC1c1ccccc1F (configuration not stated) | -25%
CCc1cccc2c(C(=O)COC(=O)c3ccc(C)s3)c[nH]c12 | 11%
CC(C)C(NC(=O)c1n[nH]c(=O)c2ccccc12)c1ccc(C(C)(C)C)cc1 (configuration not stated) | -10%
CCc1ccc(-n2nnc(-c3nc(-c4ccccc4)no3)c2C)cc1 | -13%
O=C(NCC(O)c1ccc([N+](=O)[O-])cc1)c1cccc(S(=O)(=O)N2CCOCC2)c1 (configuration not stated) | -9%
O=C(CCc1cc(Cl)no1)NCCc1noc(C2CC2)n1 | 17%
O=C1COCC2(CN1Cc1c(F)cccc1Cl)CN(c1ccccc1)C2 | -26%[86.2 µM]
O=C(Nc1ncc(Cc2ccc(F)cc2)s1)c1ccc2c(c1)CC(c1ccccc1)OC2=O (configuration not stated) | 6%
CCn1c2nc(SCCN3CCOCC3)nnc2c2cc(C)cc(C)c21 | -20%
CCOC(=O)C(NC(=O)C1CC1c1cccc(C)c1)C(=O)OCC (configuration not stated) | 16%
COc1ccc(C2(C(=O)N3CCCCCC3c3nc(-c4cccnc4)no3)CC2)cc1 (configuration not stated) | -8%
CC1CCCCN1S(=O)(=O)c1ccc2[nH]c(=O)cc(C(=O)NCCc3ccc(Cl)cc3)c2c1 (configuration not stated) | ?
O=C(Nc1ccc2c(c1)C(=O)N1CCC[C@H]1C(=O)N2)c1cc(-c2ccccn2)n[nH]1 | 13%
COCCNC(=O)C1CN(c2cccc(OC)c2)C(=O)N1 (configuration not stated) | 6%[86.2 µM]
Cc1cccc(C)c1NC(=O)c1ccc2c(c1)N(Cc1cccc(Cl)c1)C(=O)c1ccccc1S2=O (configuration not stated) | 0%
Cc1ccc(C(=O)NCC2(C)CCOCC2)cn1 | 0%
COc1ccc(C(=O)/C=C/c2cn(CC(O)CN3CCc4ccccc43)c3ccccc23)cc1OC (configuration not stated) | ?
CCOC(=O)c1ccccc1NC(=O)n1ncc2cc(Cl)ccc21 | 5%
Cn1cc(Cl)cc1C(=O)N1CC[C@@]2(O)CCN(C(=O)C3CCC3)C[C@H]2C1 | -16%
COc1ccc2c(c1)CCc1c(C(=O)Nc3cc(OC)c(Cl)cc3OC)noc1-2 | -5%
COCCN(CC(N)=O)S(=O)(=O)c1ccc(F)c(F)c1 | 16%
COc1ncccc1CNC(=O)Nc1nnc(C(C)C)s1 | -4%

(continued)
SMILES | KDM5B inhibitor
CCOc1ccccc1-c1noc(-c2nc(C)no2)n1 | ?
CCCOc1ccc2ccccc2c1CN(C)C(=O)Cc1n[nH]c(=O)c2ccccc12 | 5%
O=C1CC[C@@H](CN(Cc2ccncc2)C(=O)c2ccc3nccn3c2)N1 | -1%
COc1ccc(CC(=O)O/N=C(\N)Cc2ccc([N+](=O)[O-])cc2)cc1 | -8%
NS(=O)(=O)c1cccc(NC(=O)c2cccs2)c1 | 5%
CC(C)(C)C(=O)Nc1cccc(C(=O)Oc2ccccc2C#N)c1 | -16%
C=CCC1(CO)CCCN(CCS(=O)(=O)c2ccccc2)C1 (configuration not stated) | -18%
CCOC(=O)Nc1ccc2c(CN(C)C3CCCCC3)cc(=O)oc2c1 | i
COc1ccc(C(=O)NCC2(COc3cnccn3)C[C@@H](O)[C@@H](O)C2)cc1 (some centres not stated) | -22%[86.2 µM]
CC[C@H]1CN(S(=O)(=O)c2c(C)noc2C)CC[C@H]1CC(=O)NCCSC | 18%[86.2 µM]
COC(=O)Nc1nncs1 | 14%
CSc1ccc(CNc2ncncc2-c2nc(-c3ccccc3)no2)cc1 | ?
CCOc1ccc(NC(=O)c2cnn3c2NC(C)=C(C(=O)Nc2ccc(Cl)cc2)C3c2ccc(OC)c(OC)c2)cc1 (configuration not stated) | -17%
Cn1cnc(S(=O)(=O)N2C[C@@H](Oc3ccccc3)C[C@H]2C(=O)N2CCOCC2)c1 | 7%
COc1ccc(C(=O)NCC(c2ccc3c(c2)OCO3)N2CCN(C)CC2)cc1 (configuration not stated) | 0%
Cc1ccc(N2C(=O)c3n[nH]c(C)c3C2c2ccc(C(C)C)cc2)cc1 (configuration not stated) | -16%
O=C(COc1ccccc1)Nc1cccc(-c2nc3ccccc3o2)c1 | -12%
O=C(O)c1cc(-c2ccc3c(c2)OCO3)nc2ccc(Br)cc12 | -27%&-7%
O=C1CCC(C(=O)Nc2cc(C(F)(F)F)ccc2-n2cncn2)=NN1 | -15%
CCOc1ccc(NC(=O)c2nn(-c3cc(OC)cc(OC)c3)c(=O)c3ccccc23)cc1 | 10%
CCn1nc(C(=O)N2CCCC3(CN(C)C(=O)O3)C2)cc1C (configuration not stated) | -19%
COc1ccc(-c2cc(C)nc3c(-c4ccc(OC)c(OC)c4)c(C)nn23)cc1 | 2%
Brc1ccc(-c2ccc(CNCCSc3nnnn3-c3ccccc3)o2)cc1 | ?
CCOc1ccccc1NC(=O)N1CCN(Cc2cc(=O)n3nc(-c4ccc(C)cc4)sc3n2)CC1 | -20%
CCOC(=O)c1c(C)oc2nc(C)nc(NCC3CCN(Cc4cccc(Cl)c4)CC3)c12 | -37%

Following part
SMILES | KDM5B inhibitor
COc1ccc(C(C)=O)cc1CSCc1coc(-c2ccc(Cl)cc2)n1 | 0%
CC(=O)c1ccc(NC(=O)c2sc3nc(N4CCOCC4)c4c(c3c2N)CC(C)(C)OC4)cc1 | 7%
Cc1ccc(S(=O)(=O)NC[C@H]2OC[C@@H](N(C)C)[C@@H]2O)cc1 | 20%[86.2 µM]
Cc1cc(=O)n(Cc2ccccc2Cl)c2c1c(C)nn2-c1ccccc1 | -8%
COc1ccccc1C(=O)NCCc1csc(-c2ccc(C(F)(F)F)cc2)n1 | ?
COc1cc2c(cc1OC)C(C[C@H]1CN(C(=O)c3cccn3C)CC[C@H]1CC(=O)O)=NCC2 | 32µM*
COCCN1C(=O)CS(=O)C12CCN(C(=O)NC1CCCC1)CC2 (configuration not stated) | -4%
COC(=O)Cn1c(SCCOc2ccccc2OC)nc2ccccc21 | -23%
CNC(=O)N1CCC(C2CCN(C(=O)CCC3CCCC3)C2)CC1 (configuration not stated) | -7%
CCc1nc2c(c(-c3ccc(Cl)cc3)n1)CN(Cc1ccc(OC(F)(F)F)cc1)CC2 | -21%
Cc1cccc(C(=O)N2CCN(c3cc(C(F)(F)F)nc(C)n3)CC2)c1 | -19%
CCCc1noc(-c2cccn3c(CNC(=O)c4ccccc4OCC)nnc23)n1 | -2%
COc1ccc(/C=C/c2ccc3ccccc3n2)cc1OC | ?
O=C(NC1CC1)C1(c2ccc(Br)cc2)CCCC1 | -15%
COc1ccc(OCC(=O)Nc2ccc(O)c(-c3nc4ccccc4s3)c2)cc1 | -19%
CC1(C)CN(Cc2cc(C#N)ccc2F)CCO1 | 1%
Cc1cccc(C(=O)N2CCCCCCNC(=O)[C@@H]3C[C@@H](c4nc(C(C)C)no4)C[C@@H]32)c1 | 12%
NNC(=O)c1cccnc1Oc1ccccc1 | 25%
CC(C)NC(=O)N(C1CC1)C1CCOC2(CCN(C(=O)Cc3cccc(F)c3)CC2)C1 (configuration not stated) | -4%
COC(=O)C1=C(C)N(CC(C)C)C(=O)NC1c1ccc(Br)s1 (configuration not stated) | 0%
COc1ccc(C2=NS(=O)(=O)N(C)C(C(=O)N(C)Cc3ccccc3)=C2)cc1OC | -12%
COc1ccc(CNC(=O)c2cc(-c3ccc(OC)cc3)nc3n[nH]c(-c4cccc([N+](=O)[O-])c4)c23)cc1 | 1%
Cc1cccc(OCc2nc(C#N)c(NCCc3ccccc3)o2)c1 | -8%
COc1ccc(-c2cc3c(ccn3C(C)C)c(C(=O)NCc3c(C)cc(C)[nH]c3=O)n2)cc1 | 25µM*
C[C@@H](NC(=O)C1CC1)c1onc(-c2ccc(Cl)cc2)c1C(=O)O | 10%[86.2 µM]

Going on with the list:
SMILES | KDM5B inhibitor
CC(C)CNc1ccc2c(n1)C(C)(C(=O)NCc1cccnc1)CN(Cc1ccccc1)C2 (configuration not stated) | ?
C=CCNC(=O)Nc1cc(C(=O)NC)ccc1Cl | 24%
Cc1cc2nc(/C=C/c3ccc(C(F)(F)F)cc3)sc2cc1C | 6%
COc1ccc(C)cc1NC(=O)CN1C(=O)NC(c2ccc(C)cc2)C2=C1COC2=O (configuration not stated) | -4%
Cc1c(CC(=O)O)c(=O)oc2c(C)c(OCc3ccc(F)cc3)ccc12 | ?
COc1ccc(-c2cc(C(F)(F)F)c(C#N)c(SCC(=O)Nc3cccc(C)c3)n2)cc1 | -26%
COc1ccccc1NC(=O)CSc1nncn2c1cc1sccc12 | -6%
CN(C)C(=O)N1CCCC(c2nc(-c3ccc4nc[nH]c4c3)no2)C1 (configuration not stated) | -8%

In the list so far, 13 contain an NH in an aromatic ring:
SMILES | KDM5B inhibitor
CCN1C(=O)C2CC3(CCN(Cc4cn[nH]c4-c4ccccc4)CC3)CN2C1=O (configuration not stated) | -13%
N#CCOc1ccc(NC(=O)c2n[nH]c(=O)c3ccccc23)cc1 | 11%
CCOc1cccc(C2c3[nH]c4ccccc4c3CCN2C(=O)c2ccccc2F)c1 (configuration not stated) | ?
CCCCn1c(N)c(N(CC(C)C)C(=O)CCCc2cccs2)c(=O)[nH]c1=O | 3%
CCc1cccc2c(C(=O)COC(=O)c3ccc(C)s3)c[nH]c12 | 11%
CC(C)C(NC(=O)c1n[nH]c(=O)c2ccccc12)c1ccc(C(C)(C)C)cc1 (configuration not stated) | -10%
CC1CCCCN1S(=O)(=O)c1ccc2[nH]c(=O)cc(C(=O)NCCc3ccc(Cl)cc3)c2c1 (configuration not stated) | ?
O=C(Nc1ccc2c(c1)C(=O)N1CCC[C@H]1C(=O)N2)c1cc(-c2ccccn2)n[nH]1 | 13%
CCCOc1ccc2ccccc2c1CN(C)C(=O)Cc1n[nH]c(=O)c2ccccc12 | 5%
Cc1ccc(N2C(=O)c3n[nH]c(C)c3C2c2ccc(C(C)C)cc2)cc1 (configuration not stated) | -16%
COc1ccc(CNC(=O)c2cc(-c3ccc(OC)cc3)nc3n[nH]c(-c4cccc([N+](=O)[O-])c4)c23)cc1 | 1%
COc1ccc(-c2cc3c(ccn3C(C)C)c(C(=O)NCc3c(C)cc(C)[nH]c3=O)n2)cc1 | 25µM*
CN(C)C(=O)N1CCCC(c2nc(-c3ccc4nc[nH]c4c3)no2)C1 (configuration not stated) | -8%

Compound activity as filed in PubChem BioAssay.
